# Gal4-VP16 FLuc = Gal4-VP16 reporter inhibition counter-screen | hit rate 3.5% among 310,000 | Potency, µM (highest dose often 53.6 µM), for inactives: top-dose activity, negative = inhibition, most hits filed as inhibitors | Drosophila S2 Gal4-VP16 UAS-luciferase, luminescence, 20 h | AID 2546;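 also: Gal4-VP16 expression switched on by copper sulfate through the metallothionein promoter; % is scaled to controls: 0 for no effect and ±100 for the full control effect; nearly all actives have a fitted effect of over 50% in size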
# ELG1 genotox = genotoxicity induction in ELG1-luciferase HEK293T cells. HEK293T ELG1-luciferase reporter, luminescence, 16 h. Potency, µM (highest dose often 46 µM), for inactives: top-dose activity change, positive = activation, usual class: activators. hit rate 1.3% among 330,000. AID 504466; also: % of control where 0% means no effect; nearly all actives have a fitted effect of over 60% in size
#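 DMSO vehicle served as control against compound-treated ELG1-luciferase HEK293T cells; exposure lasted 16 hr at 37 °C and 5% CO2, followed by ONE-Glo luminescence detection after 30 min.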
# BRCA1 expr act = increases BRCA1 expression; AID 624202; hit rate 1.1% among 380,000; MCF7-BRCA1-FFLuc reporter, luminescence, 48 h; response scale: scaled: vehicle 0%, 10 µM genistein 100%; Potency, µM (titrated, usually from 46.1 µM), without a hit: at the highest dose activation, hits mostly activators; also: nearly all actives have a fitted effect of over 80% in size; some results filed as inactive show a strong effect at the top dose
#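 MCF7 cells carrying a BRCA1-firefly luciferase reporter (2000 cells/well, phenol-red free MEM) were attached for 2 h at 37 °C, then given compounds for 48 h. Luminescence was read 15 min after luciferase reagent; activity normalized to genistein (10 microM) and DMSO.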
# FLuc counter = firefly luciferase modulation, counter-screen for miR-21 project. Potency, µM (doses to about 57.5 µM), for inactives: top-dose activity change, negative = inhibition, most hits filed as inhibitors. hit rate 6.9% among 360,000. purified FLuc, Km substrates, luminescence inhibition. P08659;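 also: plate controls were vehicle for no effect and reference inhibitor for full effect; nearly all actives have a fitted effect of over 55% in size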
# Target sequence (P08659 whole entry, looked up): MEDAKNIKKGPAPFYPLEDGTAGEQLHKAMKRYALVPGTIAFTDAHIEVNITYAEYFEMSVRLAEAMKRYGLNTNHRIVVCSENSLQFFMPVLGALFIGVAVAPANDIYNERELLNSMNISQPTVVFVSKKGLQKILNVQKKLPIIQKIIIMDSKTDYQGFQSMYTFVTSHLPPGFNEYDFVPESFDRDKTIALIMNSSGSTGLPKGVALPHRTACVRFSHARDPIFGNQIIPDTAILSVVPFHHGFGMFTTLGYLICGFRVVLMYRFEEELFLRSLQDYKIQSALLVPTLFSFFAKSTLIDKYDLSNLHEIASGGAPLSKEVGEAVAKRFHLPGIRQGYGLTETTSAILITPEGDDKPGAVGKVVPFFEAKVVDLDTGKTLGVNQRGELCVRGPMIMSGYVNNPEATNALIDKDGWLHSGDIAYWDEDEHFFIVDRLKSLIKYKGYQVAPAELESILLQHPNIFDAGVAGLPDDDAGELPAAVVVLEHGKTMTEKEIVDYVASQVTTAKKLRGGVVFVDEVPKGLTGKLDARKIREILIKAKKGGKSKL
#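 Biochemical qHTS of compounds, final roughly 60 µM downward over six points, against 10 nM purified firefly luciferase using Km concentrations of substrates (10 uM D-luciferin, 10 uM ATP) in Tris acetate pH 7.5 buffer; luminescence output.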
# p53 reactivation = mutant p53 re-activation in reporter cells. hit rate 0.063% among 320,000. Potency, µM (top dose mostly 92.2 µM), inactives show at the highest dose activity change, positive = activation, hits mostly activators. AID 504706. H1299 p53-A138V BP100-luciferase reporter, luminescence, 24 h; also: % of control where 0% means no effect; nearly all actives have a fitted effect of over 45% in size
#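 p53-null H1299 cells stably carrying temperature-sensitive p53-A138V and a BP100-luciferase reporter were pinned with compounds (4-point, 1:5 series) and held 24 hrs at 37 deg C. Luminescence was read 10 min after detection reagent.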
# NPC1 prom act = activators of NPC1 promoter | Huh7 NPC1 promoter luciferase reporter, 24 h | Potency, µM (series often up to 9.22 µM), inactives show at the top dose activation, actives largely listed as activators | hit rate 2.4% among 320,000;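 also: % of control where 0% means no effect; nearly all actives have a fitted effect of over 60% in size; reporter is driven by a mutant NPC1 promoter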
#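 Stably transfected Huh7 (NPC1 promoter→luciferase), 1500 cells/well in Opti-MEM + 10% FBS, 2 h settle, then compound 24 h at 37 °C. Luminescence after 10 min with Amplite reagent.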
# MBNL1-CUG inh = inhibitors of human MBNL1 binding to CUG repeat RNA; Q9NR56; TR-FRET MBNL1-His/biotin-(CUG)12 binding, 665/545 ratio; Potency, µM (doses to about 57.5 µM), for inactives: top-dose activity change, negative = inhibition, most hits filed as inhibitors; hit rate 0.036% among 280,000; active = well fitted inhibition curve with a large enough effect in the signal ratio, with a control signal flat, not every such curve was filed as active; inconclusive = small, poorly fitted or top-dose-only effect, or effect the other way, or a change in a side signal; inactive = no such curve, though single readings can be large or run the other way; the % refers to the signal ratio; also: % is scaled to controls: 0 for no effect and ±100 for the full control effect
# Target sequence (Q9NR56 whole entry, looked up): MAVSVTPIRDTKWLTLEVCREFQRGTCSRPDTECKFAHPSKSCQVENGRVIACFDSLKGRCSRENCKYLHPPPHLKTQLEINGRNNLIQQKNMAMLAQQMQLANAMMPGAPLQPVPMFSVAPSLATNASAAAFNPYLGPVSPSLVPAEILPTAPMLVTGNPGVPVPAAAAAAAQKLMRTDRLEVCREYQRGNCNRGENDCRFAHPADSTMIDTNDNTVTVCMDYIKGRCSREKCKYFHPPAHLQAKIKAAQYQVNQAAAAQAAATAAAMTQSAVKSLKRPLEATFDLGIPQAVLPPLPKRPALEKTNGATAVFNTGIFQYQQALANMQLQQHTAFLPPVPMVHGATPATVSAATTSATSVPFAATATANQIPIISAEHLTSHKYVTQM
#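 Compounds (final 92 nM to 58 uM) are added to His-tagged MBNL1 and biotin-(CUG)12, then terbium anti-His antibody and streptavidin-XL665 (5 nM final). After 60 min at room temperature, the 665/545 nm ratio is read.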
# Rab9 prom act = activates the Rab9 promoter | hit rate 2.8% among 320,000 | Potency, µM (doses to about 9.22 µM), for inactives: at the highest dose activation, negative = inhibition, usual class: activators | Huh7 Rab9 promoter-luciferase reporter, luminescence, 24 h; also: % of control where 0% means no effect; nearly all actives have a fitted effect of over 60% in size
#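 Luminescence from Amplite-detected luciferase (10 minutes, ambient) reports Rab9 promoter activation. Before that, stable Rab9-luciferase Huh7 cells (1500/well, reduced-serum OP-MEM I plus 10% FBS) were exposed to compound for 24 hours at 37C.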
# uPA surface inh = inhibitors of cell surface uPA generation. hit rate 0.31% among 330,000. cell surface uPA generation assay, qHTS. AID 540303. Potency, µM (highest dose often 38.3 µM), without a hit: at the top dose activity change, negative = inhibition, actives largely listed as inhibitors; active = well fitted inhibition curve with a large enough effect; inconclusive = small, poorly fitted or top-dose-only effect; inactive = no such curve, though single readings can be large or run the other way; tested in mouse RAW 264.7 cells; also: % is scaled to controls: 0 for no effect and ±100 for the full control effect; nearly all actives have a fitted effect of over 55% in size
# RORg inh = blocks mouse ROR gamma transcriptional activity. AID 2551. hit rate 5.4% among 310,000. Drosophila S2 Gal4-RORgamma UAS-luciferase reporter, 20 h. P51450. Potency, µM (titrated, usually from 53.6 µM), for inactives: top-dose activity change, negative = inhibition, hits mostly inhibitors; also: % is scaled to controls: 0 for no effect and ±100 for the full control effect; nearly all actives have a fitted effect of over 60% in size
#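 Drosophila S2 cells stably expressing Gal4-DBD/mouse RORγ fusion under metallothionein promoter plus UAS-luciferase; compound 1 h, then 700 uM CuSO4 induction for 20 h at ambient temperature; inhibition read as reduced luminescence.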
# Starred values were filed as active, the others as inactive; ? = inconclusive; nt = not tested or not shown; [ ] = remark or other dose. Unless noted, calls follow the shape of the dose curve; as a rule, active = well fitted curve in the direction sought with a large enough effect; inconclusive = small, poorly fitted or top-dose-only effect, or another doubt; inactive = no such curve, though single readings can be large; an effect the other way counts as inactive or inconclusive. Potency is read from the fitted curve at half-maximal effect.
no.	canonical_smiles	p53 reactivation	Rab9 prom act	RORg inh	MBNL1-CUG inh	FLuc counter
1	CSCCC(NC(=O)c1ccc(C)o1)C(=O)O (stereo not given)	-1%	-2%	4%	-8%	6%
2	CCOC(=O)C1(Cc2cccc(Cl)c2)CCCN(C(=O)c2ccc(C)nc2)C1 (stereo not given)	-2%	0%	43%	5%	-4%
3	O=C(O)c1cccc2c1C(=O)c1ccccc1C2=O	-1%	-3%	-12%	?	-7%
4	O=C(O)CC1(CC(=O)Nc2ccc3sccc3c2)CCCCC1	3%	0%	-6%	nt	?
5	O=C(C1CCCO1)N1CCN(C(=S)Nc2ccc(Cl)c(Cl)c2)CC1 (stereo not given)	3%	-1%	-12%[10 µM]	nt	6%
6	O=C(C1CC1)N1CCC(Oc2cccc(C(=O)N3CCCCC3CCO)c2)CC1 (stereo not given)	4%	0%	13%	-10%	-3%
7	O=C(O)c1ccccc1SCC(=O)N1CCc2ccccc21	21%	?	-23%	-7%	21µM*
8	Cc1ccc(C)c(Oc2cc(NN3CCCCC3)c([N+](=O)[O-])cc2[N+](=O)[O-])c1	6%	0%	8%	6%	-1%
9	CCOC(=O)c1c(C)[nH]c(O)c1C=Nc1ccc(Cl)cc1	13%	6%	26%	-5%	-1%
10	CN(C)C(CNC(=O)c1cccc(NS(=O)(=O)c2ccc(Br)cc2)c1)c1ccco1 (stereo not given)	7%	-1%	nt	nt	-1%
11	CC(=O)c1ccc(N2CCN(C(=O)Cn3c(=S)[nH]c4ncccc4c3=O)CC2)cc1	1%	-3%	0%	131%[activator]	0%
12	O=C(N/N=C/c1ccco1)c1ccccc1OCc1ccccc1Cl	-6%	-1%	-10%	-1%	?
13	CCSC1=C(C#N)C2(CCCCC2)C2=C(CC(C)(C)CC2=O)N1	3%	-1%	16%	14%	?
14	O=C(CCN1CCN(c2ccccc2)CC1)N/N=C/c1ccccc1O	4%	-44%[inhibitor]	2µM*	-1%	-9%
15	CC1(C)Cc2nc3oc4c(N5CCOCC5)ncnc4c3cc2CO1	9%	-1%	-7%	3%	-4%

no.	NPC1 prom act	BRCA1 expr act	Gal4-VP16 FLuc	ELG1 genotox	uPA surface inh
1	-5%	-10%	-4%	8%	4%
2	2%	-32%	5%	-5%	-5%
3	2%	6%	-6%	-1%	0%
4	2%	-9%	-3%	0%	0%
5	-3%	11%	-5%	-2%	-8%
6	2%	-14%	-1%	0%	3%
7	?	112%	?	14%	-5%
8	-7%	7%	5%	-1%	6%
9	1%	-52%	2%	3%	1%
10	-1%	4%	nt	-10%	3%
11	-2%	nt	-4%	-3%	nt
12	-5%	-1%	-10%	0%	-15%
13	-12%	-39%	1%	11%	4%
14	-40%[inhibitor]	-105%[inhibitor]	6.3µM*	?	-18%
15	-2%	0%	-12%	0%	nt

# Continued; it opens with the 2 that closed the last part.
no.	canonical_smiles	p53 reactivation	Rab9 prom act	RORg inh	MBNL1-CUG inh	FLuc counter
14	O=C(CCN1CCN(c2ccccc2)CC1)N/N=C/c1ccccc1O	4%	-44%[inhibitor]	2µM*	-1%	-9%
15	CC1(C)Cc2nc3oc4c(N5CCOCC5)ncnc4c3cc2CO1	9%	-1%	-7%	3%	-4%
16	COc1cc(NC(=O)c2sc3ncn(CC(=O)N4CCCC(C)C4)c(=O)c3c2C)cc(OC)c1OC (stereo not given)	0%	0%	1%	5%	-1%
17	O=C(NCCCO)c1cc([N+](=O)[O-])cc2c1C=Cc1ccccc1O2	-3%	0%	-1%	?	7%
18	CN(C)c1nc2c(N)ncnc2n1[C@H]1O[C@@H](CO)[C@H](O)[C@@H]1O	8%	-3%	-5%	-1%	-1%
19	COCC(=O)n1nc(NCc2ccc(OC)cc2)nc1NCc1ccc(OC)cc1	0%	-1%	10%	3%	-15%
20	CC1CCCN(S(=O)(=O)c2ccc(NC(=O)CNC3CCCC3)cc2)C1 (stereo not given)	-3%	-5%	12%	1%	1%
21	CCOC(=O)C1CCN(C(=O)CCc2nc3sc4c(c3c(=O)[nH]2)CCCC4)CC1	5%	2%	nt	nt	5%
22	O=C(CSc1nc(O)cc(=O)n1-c1ccccc1)NC1CCCCC1	6%	-2%	23%	-4%	0%
23	O=C(OCc1nc2ccsc2c(=O)[nH]1)c1cc(Br)c(Br)s1	4%	0%	nt	nt	-19%
24	Cc1ccc(C2/C(=C(\O)c3ccc4c(c3)OCCO4)C(=O)C(=O)N2CC2CCCO2)cc1 (stereo not given)	5%	-1%	3%	1%	4%
25	COC(=O)c1ccc(OCCCCN2CC(C)OC(C)C2)cc1 (stereo not given)	16%	-3%	-1%	-12%	1%
26	COc1ccc(/C=N/NC(=O)c2ccn[nH]2)cc1COc1ccc(Cl)cc1Cl	14%	18%	?	-4%	-15%
27	c1cnc2nc(CSc3ncn[nH]3)cn2c1	-1%	0%	2%	nt	0%
28	Cc1ccc(NC2=C(Cl)C(=O)OC2OC(=O)c2ccccc2C)cc1 (stereo not given)	1%	0%	40%	-3%	1%
29	OCCNc1nc(N2CCN(c3ccccc3)CC2)nc2ccccc12	nt	-2%	nt	-3%	-16%
30	O=C(NCCCCc1ccccc1)C1CC(c2ccc(C(F)(F)F)cc2)=NO1 (stereo not given)	3%	-9%	10%	7%	-5%

no.	NPC1 prom act	BRCA1 expr act	Gal4-VP16 FLuc	ELG1 genotox	uPA surface inh
14	-40%[inhibitor]	-105%[inhibitor]	6.3µM*	?	-18%
15	-2%	0%	-12%	0%	nt
16	-3%	-35%	-11%	-1%	3%
17	-3%	-47%	-13%[10 µM]	7%	-6%
18	-3%	-2%	-8%	0%	-1%
19	-2%	-8%	1%	1%	-1%
20	-4%	0%	7%	0%	-1%
21	-1%	-15%	nt	1%	10%
22	8%	-23%	-5%	4%	11%
23	5%	-9%	nt	-1%	-1%
24	-6%	10%	-8%	1%	0%
25	-3%	3%	-16%	-1%	3%
26	-1%	-55%	6%	2%	-4%
27	3%	-14%	2%	-2%	7%
28	0%	-33%	-27%	-13%	-4%
29	4%	0%	nt	-4%	-18%
30	-7%	0%	-3%	-2%	18%

# Reformatted: three of the compounds above.
nr	mol	p53 reactivation	Rab9 prom act	RORg inh	MBNL1-CUG inh	FLuc counter	NPC1 prom act	BRCA1 expr act	Gal4-VP16 FLuc	ELG1 genotox	uPA surface inh
24	Cc1ccc(C2/C(=C(\O)c3ccc4c(c3)OCCO4)C(=O)C(=O)N2CC2CCCO2)cc1 (stereo not given)	5%	-1%	3%	1%	4%	-6%	10%	-8%	1%	0%
23	O=C(OCc1nc2ccsc2c(=O)[nH]1)c1cc(Br)c(Br)s1	4%	0%	nt	nt	-19%	5%	-9%	nt	-1%	-1%
28	Cc1ccc(NC2=C(Cl)C(=O)OC2OC(=O)c2ccccc2C)cc1 (stereo not given)	1%	0%	40%	-3%	1%	0%	-33%	-27%	-13%	-4%

# Other structures follow:
no.	canonical_smiles	p53 reactivation	Rab9 prom act	RORg inh	MBNL1-CUG inh	FLuc counter
31	Cc1ccc(-n2c(C)c(C)c3c(NCCN(C)C)ncnc32)cc1	4%	-4%	7%	-2%	2%
32	CNC(=O)Nc1cc(C(C)(C)C)no1	3%	3%	1%	-9%	1%
33	CCCC(C)NS(=O)(=O)c1ccc(OC)c(C)c1 (stereo not given)	0%	3%	3%	-4%	2%
34	O=C(Cn1nc(Cl)nc1Cl)Nc1ccccc1	-2%	0%	10%	7%	1%
35	Cc1ccc(Nc2nc(Oc3ccc(OCc4ccccc4)nn3)nc(N3CCOCC3)n2)cc1	-3%	2%	8%	-2%	2%[2.3 µM]
36	COc1cccc(C(C)NC(=O)c2c(F)cccc2Cl)c1 (stereo not given)	?	-1%	11%	-17%	1%
37	CCOC(=O)c1nc(Nc2ccc(OC)cc2)c2ccccc2n1	-2%	0%[1.84 µM]	-5%	?	?
38	CCOC(=O)N1CCN(S(=O)(=O)c2ccc(F)c(C(=O)Nc3ccc(C)c(Cl)c3)c2)CC1	-5%	-4%	?	6%	3%
39	Cc1cc(OC(=O)c2cc(Br)ccc2Cl)c([N+](=O)[O-])c(=O)[nH]1	5%	0%	-21%	-3%	4%
40	O=S(=O)(Nc1ccc(F)cc1)c1ccc(S(=O)(=O)N2CCOCC2)cc1	-2%	nt	nt	nt	nt
41	OCCC1CN(Cc2cc3c(cc2Cl)OCO3)CCN1C1CCCC1 (stereo not given)	-1%	-16%	0%	-2%	1%
42	COc1cccc(NC(=O)CN(C)C(=O)c2ccc(Cl)c(S(=O)(=O)N3CCCCCC3)c2)c1	-10%	-3%	nt	nt	-16%

no.	NPC1 prom act	BRCA1 expr act	Gal4-VP16 FLuc	ELG1 genotox	uPA surface inh
31	0%	10%	2%	0%	-27%
32	1%	34%	-11%	1%	8%
33	-2%	0%[1.84 µM]	-4%	0%	1%
34	-15%	-3%	17%	4%	-1%
35	0%	-53%	-18%	-4%	18%
36	0%	-24%	-3%	-1%	-4%
37	-1%	18%	1%	-7%	-2%
38	-6%	-64%	-11%	-5%	-8%
39	-7%	-1%	?	-1%	-11%
40	nt	-23%	nt	-1%	3%
41	-1%	-25%	-5%	-2%	7%
42	4%	-33%	nt	-8%	-5%
